Screening data: PubChem, several laboratories
Pyk2 oligo antag: Pyk2 (human) oligomerization antagonism | Q14289 | Q293 cells, Pyk2 FERM NanoBiT luminescence; stronger effect = lower value | z-score (the deposit names both 25 µM and 10 µM) | hit rate 0.83% among 99,000 | AID 1347419;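 active means Z-score of -3 or lower, scaled per plate to the spread of control and sample wells; inactive means z-score above -3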;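 further: negative z-score means lost luminescence so less FERM oligomerization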
PostGolgi ctrl: inhibits growth of the yeast control strain | hit rate 5% among 98,000 | efflux-deficient yeast background strain, growth absorbance A615, 16 h | inhibition, % at 10 µM | AID 738
CYP2C9 inh: human CYP2C9 inhibition | inhibition, % at 5 µM | P11712 | AID 777 | CYP2C9 Supersomes, luciferin-H conversion, luminescence | hit rate 20% among 96,000;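 active means blocking of liver enzyme CYP2C9 beyond about 50% at 5 µM, limit read from the data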; further: values of inactives mirror those of a sister screen read the other way
Target sequence (P11712 whole entry, looked up): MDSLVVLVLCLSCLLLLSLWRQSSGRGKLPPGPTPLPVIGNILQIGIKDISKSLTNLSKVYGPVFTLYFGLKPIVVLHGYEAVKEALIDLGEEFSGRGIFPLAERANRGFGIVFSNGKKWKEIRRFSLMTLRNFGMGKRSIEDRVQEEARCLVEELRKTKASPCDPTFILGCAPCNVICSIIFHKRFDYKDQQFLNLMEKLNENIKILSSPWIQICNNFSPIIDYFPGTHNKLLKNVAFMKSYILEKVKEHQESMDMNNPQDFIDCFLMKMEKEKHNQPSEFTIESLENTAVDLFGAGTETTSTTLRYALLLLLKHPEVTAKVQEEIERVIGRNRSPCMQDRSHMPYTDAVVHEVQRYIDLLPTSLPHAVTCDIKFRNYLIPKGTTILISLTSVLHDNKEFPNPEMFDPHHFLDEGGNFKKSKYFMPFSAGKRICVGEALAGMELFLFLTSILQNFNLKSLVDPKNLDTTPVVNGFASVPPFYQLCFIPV
Ecoli WT expand: blocks growth of wild type E. coli BW25113; OD600 absorbance; growth inhibition, % at 100 µM; hit rate 0.15% among 98,000;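 active means growth inhibition above about 50% at one test dose, limit read from the data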;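 further: growth measured after 20 h incubation at 37 °C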
LYP inh 2: LYP (human) phosphatase inhibition; Q9Y2R2; recombinant LYP catalytic domain, DiFMUP fluorescence; inhibition, % at 2 µM; hit rate 0.21% among 96,000; AID 640;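 active means inhibition at 2 µM at or above a set limit, the screen mean plus 3 SD, cut at about 24% in these data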;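 further: 0% = DMSO with enzyme and 100% = enzyme fully blocked by orthovanadate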
DAT uptake mod: modulates human dopamine transporter uptake under cocaine | Q01959 | LLC-PK1 hDAT cells, [14C]-dopamine uptake with cocaine IC80; actives deviate in either direction | B-score at 10 µM | hit rate 1.3% among 110,000;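 active means Z score or B-score, a plate-position-corrected score, falls beyond the plate's 99.7% confidence bounds, in either direction; inactive means both scores lie inside the 99.7% bounds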;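 further: scored against the spread of the other compound wells on the same plate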
Target sequence (Q01959 whole entry, looked up): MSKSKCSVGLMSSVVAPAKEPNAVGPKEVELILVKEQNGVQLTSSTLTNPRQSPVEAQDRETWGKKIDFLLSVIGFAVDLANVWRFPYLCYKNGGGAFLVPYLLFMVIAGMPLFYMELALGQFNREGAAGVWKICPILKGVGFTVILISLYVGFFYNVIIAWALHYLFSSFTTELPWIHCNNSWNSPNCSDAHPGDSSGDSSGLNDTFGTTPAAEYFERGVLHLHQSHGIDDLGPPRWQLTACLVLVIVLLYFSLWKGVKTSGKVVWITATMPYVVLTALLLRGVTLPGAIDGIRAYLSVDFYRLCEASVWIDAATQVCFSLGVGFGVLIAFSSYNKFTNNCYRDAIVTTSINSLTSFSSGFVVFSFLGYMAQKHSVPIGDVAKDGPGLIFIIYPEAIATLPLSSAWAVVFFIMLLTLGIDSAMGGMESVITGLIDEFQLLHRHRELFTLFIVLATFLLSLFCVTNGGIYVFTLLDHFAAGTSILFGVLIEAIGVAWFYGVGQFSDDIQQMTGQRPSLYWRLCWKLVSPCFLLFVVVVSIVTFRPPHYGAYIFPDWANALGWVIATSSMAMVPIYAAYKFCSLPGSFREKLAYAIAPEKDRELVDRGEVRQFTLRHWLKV
PostGolgi yeast: growth inhibition of a yeast mutant, post-Golgi transport screen | hit rate 0.9% among 98,000 | post-Golgi transport phenotypic cell assay | inhibition, % at 10 µM | AID 739;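 further: yeast cells grown in 1536-well plates; yeast grown about 18 h at 30C before absorbance read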
LYP act: increases human PTPN22 phosphatase activity | recombinant LYP, DiFMUP fluorescence; 0 = plate median, 100 = signal doubled | activation, % at 2 µM | hit rate 0.11% among 96,000;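 active means activation at 2 µM above a set limit, the mean plus 5 SD, cut at about 37% in these data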
CYP2C9 act: activators of human CYP2C9. recombinant CYP2C9, luciferin-H conversion, luminescence; stronger effect = higher value; factor 1 = untreated enzyme, 0 = blocked. activation factor at 5 µM. hit rate 1.4% among 96,000. AID 1024;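 active means activation factor of 2 or more for CYP2C9 at a 5 µM dose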;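 further: 0 = sulfaphenazole-blocked wells and 1 = vehicle-only wells; values of inactives mirror those of a sister screen read the other way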
Active calls of the source: *; nt = not tested or not shown. Unless noted, no stated cut-off is given here; in the data, active means inhibition above about 30%; inactive means the rest.

item | mol | Pyk2 oligo antag | PostGolgi ctrl | CYP2C9 inh | Ecoli WT expand | LYP inh 2 | DAT uptake mod | PostGolgi yeast | LYP act | CYP2C9 act
1 | Nc1c(C2=NCCO2)nnn1Cc1ccccc1 | 0.33 | 18 | -52 | 11 | 3 | -0.18 | 26 | 0 | 1.5
2 | COCCOC(=O)C1=C(C)NC(=O)NC1c1cccs1 (centres undefined) | -1.1 | 13 | -13 | 4 | -7 | 2.5 | 0 | 5 | 1.1
3 | O=C(CSc1nnc(-c2ccccn2)n1-c1ccc(Cl)cc1)Nc1ccc2c(c1)OCO2 | -0.14 | 0 | 1 | -13 | 5 | -0.76 | -29 | -3 | 1
4 | Cc1cc(NC(=O)COc2ccccc2)n(-c2ccccc2)n1 | 0.62 | 12 | 15 | 3 | -8 | -0.27 | 24 | 5 | 0.8
5 | COCCN(C(C)=O)c1nnc(-c2ccccn2)s1 | 0.38 | -3 | nt | 3 | 3 | 0.13 | -8 | -5 | nt
6 | CC(C)(C)c1ccc(S(=O)(=O)NCC(=O)Nc2ccc(-c3nc4ccccc4s3)cc2)cc1 | 0.58 | -4 | 16 | -4 | 11 | -0.85 | -4 | -13 | 0.8
7 | CNc1nc(OCCNC(=O)Nc2ccccc2)nc(N2CCOCC2)n1 | 0.68 | 9 | 65* | -1 | 4 | -0.59 | -5 | -2 | 0.3
8 | S=c1[nH]nc(-c2ccco2)n1/N=C/C=C/c1ccccc1 | 0.85 | 15 | 46 | -7 | 15 | nt | 1 | -16 | 0.5
9 | CN(C)S(=O)(=O)c1ccc(C(=O)Nc2ccc(CN3CCCC3)cc2)cc1 | 1.4 | 7 | 0 | -2 | -5 | 0.22 | -16 | 4 | 1
10 | O=C(Nc1nc2ccccc2s1)C1CCCN1S(=O)(=O)c1ccc(Cl)cc1 (centres undefined) | -1.7 | 68* | 97* | -7 | -23 | 1.1 | 0 | 23 | 0
11 | COc1cc(NC(=O)CN(c2ccc(C)cc2)S(=O)(=O)c2c(C)n[nH]c2C)cc(OC)c1 | -2.6 | 3 | 84* | -9 | 4 | -0.15 | -12 | -3 | 0.2
12 | CS(=O)(=O)N(CC(=O)N1CCN(c2ccc(F)cc2)CC1)c1cccc(Cl)c1 | -0.87 | -4 | -139 | 4 | -3 | 0.032 | 3 | 5 | 2.4*
13 | CCOC(=O)c1ccc(NC(=O)NCc2ccncc2)cc1 | 0.77 | 7 | 73* | 26 | -5 | 0.49 | -23 | 1 | 0.3
14 | COc1ccccc1NC(=O)CN1CCN(CC(=O)Nc2cc(NC(C)=O)ccc2OC)CC1 | -0.22 | 3 | 24 | -16 | -2 | 0.85 | -1 | 2 | 0.8
15 | CC1CN(Cc2ccc(Cl)cc2Cl)CC(C)O1 (centres undefined) | -0.07 | 5 | 15 | 16 | 6 | -0.38 | -19 | -6 | 0.9
16 | OC(COCC1CC=CCC1)Cn1cnc2ccccc21 (centres undefined) | 0.51 | 1 | 39 | 8 | -28 | 0.34 | 4 | 26 | 0.6
17 | CCOc1ccccc1NC(=O)c1cccnc1 | 0.17 | nt | nt | nt | 3 | 0.035 | nt | -3 | nt
18 | CCN1CCC(=NNC(=O)c2ccc(C)c([N+](=O)[O-])c2)CC1 | -0.43 | 4 | 7 | -5 | -7 | 1.3 | -5 | 2 | 0.9
19 | Cc1nc2ccccc2n1CCc1nc2c3ccccc3nc(SCC#N)n2n1 | nt | 26 | 1 | 0 | -2 | nt | -21 | 4 | 1
20 | NC1=NC2=C(CCCC2)C2(CCCCC2)S1 | 0.25 | -3 | -22 | 34 | -8 | 0.23 | 15 | 8 | 1.2
21 | Cc1ccc(OCCSc2ncnc3nc[nH]c23)cc1 | -0.73 | 4 | 54* | -4 | 5 | -0.25 | 2 | -5 | 0.5
22 | COc1ccc(C2C(C(=O)NCCN(C)C)c3ccccc3C(=O)N2C)cc1OC (centres undefined) | 0.07 | -5 | -12 | 0 | 8 | -0.84 | -3 | -8 | 1.1
23 | Cc1ccc(-n2c(C)cc(C=C(C#N)C#N)c2C)cc1 | 0.06 | 12 | 27 | -4 | 12 | -0.7 | 4 | -9 | 0.7
24 | N/C(=N\OC(=O)c1ccccc1Cl)c1ccc(Cl)cc1 | 0.79 | 12 | -44 | 11 | 14 | -0.49 | -4 | -10 | 1.4
25 | C=CCOc1c2ccc(C(=O)N(CC)c3ccc(OC)cc3)cc2nn1C | nt | 8 | 47 | -4 | 1 | 0.55 | 17 | -3 | 0.5
26 | COc1cc(OC)c(NC(=O)CCNS(=O)(=O)c2cc(Br)cnc2N)cc1Cl | -0.89 | 19 | 94* | 6 | 0 | -0.96 | -2 | -2 | 0.1
27 | c1ccc(-c2noc(CN3CCN(C(c4ccccc4)c4ccccc4)CC3)n2)cc1 | -0.21 | 16 | 30 | -18 | -10 | -0.21 | -6 | 8 | 0.7
28 | CC(=O)N1CCN=C1SCc1ccccc1F | nt | 8 | -6 | -7 | nt | -0.77 | 22 | nt | 1.1
29 | CC(C)OC(=O)c1ccc(NC(=O)c2ccco2)cc1 | -0.57 | 7 | 45 | 5 | 8 | 1.3 | 1 | -8 | 0.5
30 | Cc1ccc2c(c1C)NC(C(=O)O)C1CC=CC21 (centres undefined) | -0.02 | 0 | -12 | -15 | nt | -0.9 | -13 | nt | 1.1

Results in Ecoli WT expand and Pyk2 oligo antag (6 entries from above):
cpd	SMILES	Ecoli WT expand	Pyk2 oligo antag
20	NC1=NC2=C(CCCC2)C2(CCCCC2)S1	34	0.25
1	Nc1c(C2=NCCO2)nnn1Cc1ccccc1	11	0.33
22	COc1ccc(C2C(C(=O)NCCN(C)C)c3ccccc3C(=O)N2C)cc1OC (centres undefined)	0	0.07
11	COc1cc(NC(=O)CN(c2ccc(C)cc2)S(=O)(=O)c2c(C)n[nH]c2C)cc(OC)c1	-9	-2.6
30	Cc1ccc2c(c1C)NC(C(=O)O)C1CC=CC21 (centres undefined)	-15	-0.02
5	COCCN(C(C)=O)c1nnc(-c2ccccn2)s1	3	0.38

Next section
item | mol | Pyk2 oligo antag | PostGolgi ctrl | CYP2C9 inh | Ecoli WT expand | LYP inh 2 | DAT uptake mod | PostGolgi yeast | LYP act | CYP2C9 act
31 | CC1=NN(c2ccccc2)C(=O)C1(C)C | -0.57 | 18 | 2 | 8 | -2 | 0.68 | -5 | 2 | 1
32 | COc1ccc(NC(=O)CSc2nnc(-c3ccoc3C)n2CC2CCCO2)cc1 (centres undefined) | -0.2 | nt | nt | nt | -4 | 1.3 | nt | 4 | nt
33 | COc1cc(-c2nnc(COc3ccc4ccccc4c3)o2)cc(OC)c1OC | -0.68 | 3 | 49 | -9 | 5 | nt | -3 | -7 | 0.5
34 | Cc1ccc2c(c1)NC(=O)C(CC(=O)NCCCN1CCN(c3cc(C)ccc3C)CC1)O2 (centres undefined) | nt | 12 | 11 | 8 | -12 | nt | -1 | 9 | 0.9
35 | O=C(CSc1nn(-c2ccccc2)c(=S)s1)NC(=O)NCc1ccco1 | -1 | -1 | 47 | -7 | 0 | 0.42 | -2 | 2 | 0.5
36 | CC(NC(=O)c1ccc(Br)s1)C1CCCO1 (centres undefined) | -0.34 | -2 | 9 | -1 | 13 | -0.53 | -8 | -10 | 0.9
37 | CC(C)n1cnc2cc(NCc3ccccn3)ccc21 | -0.73 | -3 | 18 | 2 | -1 | 0.023 | 1 | 4 | 0.8
38 | CN1CCN(CCCNC(=O)c2ccc(CSCc3cccc(Cl)c3)o2)CC1 | nt | 10 | -25 | 8 | -7 | 0.82 | -1 | 4 | 1.3
39 | COc1ccc(/C=C/C(=O)c2nc3ccccc3n2CC(=O)c2ccc(OC)cc2)cc1 | -2.1 | 24 | 28 | -4 | 6 | 0.65 | 2 | -3 | 0.7
40 | Cc1c(C)n(C(=O)CN2CCC(C)CC2)c2ccccc12 | 0.92 | 16 | -7 | 9 | 10 | 0.08 | -8 | -9 | 1.1
41 | COc1ccc2nc(/N=C(\N)NC(=O)C(C)(C)C)nc(C)c2c1 | -0.37 | 4 | nt | -2 | -11 | -0.26 | 20 | 7 | nt
42 | COc1ccccc1N(CC(=O)NCCc1ccccc1)S(C)(=O)=O | 0.05 | 5 | 18 | -3 | -6 | -0.39 | 1 | 3 | 0.8
43 | CC(C)(C)OC(=O)Cn1c(=O)cnc2ccccc21 | 0.32 | 6 | -10 | -1 | -5 | -0.72 | 4 | 5 | 1.1
44 | COc1ccc(-c2cc(C(F)F)n3ncc(C(=O)NCCCN4CCCC4=O)c3n2)cc1 | nt | -3 | 46 | -8 | nt | 0.057 | 2 | nt | 0.5
45 | CCCCOc1ccc(-c2nnn(CCC(=O)N3CCOCC3)n2)cc1 | 0.06 | -5 | 9 | 4 | -1 | 1 | -6 | 2 | 0.9
46 | CNC(=O)C1CCN(C(=O)c2ccc(-c3ccccc3)cc2)CC1 | -0.59 | 15 | -16 | 0 | 8 | 1.2 | 12 | -5 | 1.2
47 | Cc1ccc(NC(=O)c2cccc(OCc3c(C)noc3C)c2)c(C)c1 | 0.1 | 11 | 88* | -9 | -5 | -0.0029 | 7 | 9 | 0.1
48 | Cn1cc(CN2CCc3ccccc3C2)c2ccccc21 | 1.1 | -2 | -40 | 11 | -8 | -0.052 | -4 | 5 | 1.4
49 | CC(C)CCNC(=O)CN(Cc1ccc2c(c1)OCO2)C(=O)CCC(=O)Nc1ccccn1 | -0.39 | 11 | 34 | -7 | -1 | 0.0035 | -1 | 2 | 0.7
50 | O=C(CCn1ccc2ccccc21)NC1CCCc2ccccc21 (centres undefined) | -0.39 | 21 | 60* | -7 | 13 | -0.25 | -4 | -12 | 0.4
51 | Cc1ccc(NCCC(=O)c2ccc(Cl)cc2)cc1 | -0.58 | -1 | 28 | -6 | 5 | -0.28 | -1 | 0 | 0.7
52 | c1ccc2c(c1)OCC(c1csc3ncnc(N4CCOCC4)c13)O2 (centres undefined) | -1.3 | 3 | 50* | 6 | -10 | -0.058 | 5 | 5 | 0.5
53 | Cn1nnc2cc(NC(=O)N3CC4(C)CC3CC(C)(C)C4)ccc21 (centres undefined) | -0.13 | 2 | 18 | -2 | -2 | -0.7 | -8 | 1 | 0.8
54 | CN1C(=O)c2cccc(NCCCN3C(=O)c4ccccc4C3=O)c2C1=O | 1.2 | 6 | 28 | -4 | 5 | -0.29 | 3 | -6 | 0.7
55 | O=C(Nc1ccc(Cc2ccc(NC(=O)C3CC3)c(O)c2)cc1O)C1CC1 | 0.26 | 0 | 70* | 1 | 2 | -0.72 | 0 | -5 | 0.3
56 | CCOC(=O)C(=O)Nc1ccccc1C(N)=O | 0.9 | 2 | 3 | -13 | 8 | -0.27 | -6 | -8 | 1
57 | Cc1noc(/C=C/c2ccco2)c1S(=O)(=O)N1CCC(C(=O)NC(C)c2ccccc2)CC1 (centres undefined) | nt | 11 | 30 | -7 | 5 | 0.45 | -3 | -6 | 0.7
58 | COc1ccc(/C=C2\CCCC3C2=NN(C(=O)c2scnc2C)C3c2ccc(OC)c(OC)c2)cc1OC (centres undefined) | -1.9 | 0 | 0 | -1 | 8 | -0.53 | 10 | -6 | 1
59 | O=C(CCCn1c(=O)[nH]c2cc(Cl)ccc2c1=O)NCCCN1CCCC1 | -0.15 | -7 | 69* | 0 | -10 | 0.62 | 3 | 9 | 0.3
60 | Cc1ccc(-n2c(CCc3ccccc3)nnc2SCC(=O)NCc2ccccc2)cc1C | -0.83 | 3 | 48 | -29 | 13 | 1.1 | 10 | -13 | 0.5
61 | CC(=O)N1CSCC1C(=O)O (centres undefined) | 0.88 | 11 | 7 | -6 | 0 | -0.44 | -5 | -2 | 0.9

Full records, looked up by structure:
`Cc1ccc(-n2c(CCc3ccccc3)nnc2SCC(=O)NCc2ccccc2)cc1C` in the list: Pyk2 oligo antag: -0.83; PostGolgi ctrl: 3; CYP2C9 inh: 48; Ecoli WT expand: -29; LYP inh 2: 13; DAT uptake mod: 1.1; PostGolgi yeast: 10; LYP act: -13; CYP2C9 act: 0.5
`Cn1cc(CN2CCc3ccccc3C2)c2ccccc21` in the list: Pyk2 oligo antag: 1.1; PostGolgi ctrl: -2; CYP2C9 inh: -40; Ecoli WT expand: 11; LYP inh 2: -8; DAT uptake mod: -0.052; PostGolgi yeast: -4; LYP act: 5; CYP2C9 act: 1.4

Outcome played no part in choosing rows; 24% or so of the library scored in one or more.
